DT40 TDP1 no CPT: qHTS for Inhibitors of human tyrosyl-DNA phosphodiesterase 1 (TDP1): qHTS in cells in absence of CPT. DT40 Tdp1-/- hTDP1 cells, no CPT, ATP luminescence, 48 h. 15% of 420,000 active. AID 686978, 2013. Potency, µM (titrated, usually from 46.2 µM), without a hit: at the highest dose activity change, negative = growth inhibition, most hits filed as inhibitors; note: nearly all actives have a fitted effect of over 55% in size
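Growth of hTDP1-complemented DT40 Tdp1-knockout cells is measured by ATP luminescence after at least 48 hr compound exposure at 37 °C, with DMSO substituting for the 20 nM CPT used in the parallel screen.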
KAT2A inh: blocks human GCN5L2 histone acetyltransferase; Q92830; GCN5L2 HAT assay, ThioGlo1 CoA-SH fluorescence; Potency, µM (top dose mostly 58.9 µM), inactives show at the highest dose activity change, negative = inhibition, hits mostly inhibitors; 0.21% of 390,000 active; AID 504327
Target sequence (Q92830 whole entry, looked up): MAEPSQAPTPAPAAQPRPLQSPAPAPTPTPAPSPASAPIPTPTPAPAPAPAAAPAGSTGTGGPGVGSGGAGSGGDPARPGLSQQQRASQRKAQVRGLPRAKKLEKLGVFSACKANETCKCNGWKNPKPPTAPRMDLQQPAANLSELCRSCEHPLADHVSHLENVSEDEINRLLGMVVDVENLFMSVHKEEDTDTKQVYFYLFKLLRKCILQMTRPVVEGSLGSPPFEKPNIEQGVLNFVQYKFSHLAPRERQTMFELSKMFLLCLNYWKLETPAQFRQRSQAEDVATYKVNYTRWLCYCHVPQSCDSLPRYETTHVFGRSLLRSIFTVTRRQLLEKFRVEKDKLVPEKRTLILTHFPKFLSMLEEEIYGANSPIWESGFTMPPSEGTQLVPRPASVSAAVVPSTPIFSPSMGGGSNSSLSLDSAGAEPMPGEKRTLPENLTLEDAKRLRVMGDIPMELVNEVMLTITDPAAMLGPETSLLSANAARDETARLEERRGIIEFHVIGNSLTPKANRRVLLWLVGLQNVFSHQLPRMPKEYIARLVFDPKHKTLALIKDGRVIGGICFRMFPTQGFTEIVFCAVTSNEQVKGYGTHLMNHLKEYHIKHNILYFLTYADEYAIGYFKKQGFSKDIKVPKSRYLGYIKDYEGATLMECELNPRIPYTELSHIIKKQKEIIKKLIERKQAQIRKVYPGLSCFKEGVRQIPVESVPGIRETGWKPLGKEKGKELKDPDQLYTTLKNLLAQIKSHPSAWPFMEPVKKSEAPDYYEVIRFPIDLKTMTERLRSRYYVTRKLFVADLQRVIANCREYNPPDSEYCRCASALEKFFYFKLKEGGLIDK
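Compounds, pin-transferred from DMSO stocks, meet 20nM GCN5L2 for 15 min before the reaction begins with H3(1-25) peptide (75uM) and acetyl-CoA (70uM). Thiol-reactive ThioGlo1 reports CoA release over 20 min at room temperature.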
DT40 TDP1 CPT: growth inhibition of DT40 Tdp1-/-;hTDP1 cells with camptothecin (screen for TDP1 inhibitors). chicken DT40 Tdp1-/-;hTDP1 cells + 20 nM CPT, ATP luminescence, 48 h. Potency, µM (highest dose often 46.2 µM), without a hit: at the highest dose activity change, negative = growth inhibition, hits mostly inhibitors. 12% of 420,000 active. AID 686979; note: nearly all actives have a fitted effect of over 55% in size
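Chicken DT40 Tdp1-/- cells stably complemented with human TDP1 were seeded at 400 cells/well in medium containing 20 nM camptothecin, exposed to pin-transferred compounds, and grown at 37 °C for at least 48 hr. Viability was read as ATP luminescence.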
Active calls of the source: *; u = inconclusive; x = no result given; [ ] = dose if it differs, or a comment. Calls come from the whole dose curve; as a rule, active = well fitted curve in the direction sought with a large enough effect; inconclusive = small, poorly fitted or top-dose-only effect, or another doubt; inactive = no such curve, though single readings can be large; an effect the other way counts as inactive or inconclusive. % is set by controls: 0 for no effect and ±100 for the full control effect; potency is the fitted concentration of half-maximal effect. Some of the compounds tested. The share of hits here may be higher or lower than overall.

A first look (twelve entries):
SMILES | DT40 TDP1 no CPT | KAT2A inh | DT40 TDP1 CPT
COc1ccc(-c2csc(NC(=O)C3=COCCO3)n2)c(OC)c1 | -28% | -15% | -8%
O=C(NCCCN1CCOCC1)c1onc(CSc2ccccn2)c1C(=O)NCCCN1CCOCC1 | 0% | x | 2%
COc1cccc(/C=N/NC(=O)c2c(C)nc3ccc(Br)cn23)c1O | 3.3µM* | u | 4.6µM*
Cc1noc(C)c1S(=O)(=O)Nc1cccc(C(F)(F)F)c1 | 8% | 1% | -2%
CSc1cccc(NC(=O)COc2ccccc2)c1 | 4.6µM* | -5% | 8.2µM*
Cc1cc(C)n2c(SCC(=O)NCc3ccc4c(c3)OCO4)nnc2n1 | 2% | -16% | -8%
CCn1c(SCc2nc3scc(-c4ccccc4)c3c(=O)[nH]2)nnc1-c1ccc(Cl)cc1 | -20% | 1% | -25%
COc1ccc(C(=O)NCc2ccccc2CN2CCCC2)cc1S(=O)(=O)Nc1ccc(C)cc1 | u | -3% | u
Cc1ccccc1C(=O)Nc1cccc(-c2cn3ccccc3n2)c1 | u | -1% | u
COC(=O)CSc1ncnc2c1sc1nc3c(cc12)COC(C)(C)C3 | u | 0% | -18%
CN(C)C(CNC(=O)c1cccc(S(=O)(=O)Nc2ccc(SC(F)F)cc2)c1)c1ccccc1 (stereo unspecified) | u | x | u
COCCN(Cc1cc2ccc(C)cc2n2nnnc12)Cc1nnnn1C(C)(C)C | u | 0% | 0%

All compounds of this part, previewed entries included:
SMILES | DT40 TDP1 no CPT | KAT2A inh | DT40 TDP1 CPT
COc1ccc(-c2csc(NC(=O)C3=COCCO3)n2)c(OC)c1 | -28% | -15% | -8%
O=C(NCCCN1CCOCC1)c1onc(CSc2ccccn2)c1C(=O)NCCCN1CCOCC1 | 0% | x | 2%
COc1cccc(/C=N/NC(=O)c2c(C)nc3ccc(Br)cn23)c1O | 3.3µM* | u | 4.6µM*
Cc1noc(C)c1S(=O)(=O)Nc1cccc(C(F)(F)F)c1 | 8% | 1% | -2%
CSc1cccc(NC(=O)COc2ccccc2)c1 | 4.6µM* | -5% | 8.2µM*
Cc1cc(C)n2c(SCC(=O)NCc3ccc4c(c3)OCO4)nnc2n1 | 2% | -16% | -8%
CCn1c(SCc2nc3scc(-c4ccccc4)c3c(=O)[nH]2)nnc1-c1ccc(Cl)cc1 | -20% | 1% | -25%
COc1ccc(C(=O)NCc2ccccc2CN2CCCC2)cc1S(=O)(=O)Nc1ccc(C)cc1 | u | -3% | u
Cc1ccccc1C(=O)Nc1cccc(-c2cn3ccccc3n2)c1 | u | -1% | u
COC(=O)CSc1ncnc2c1sc1nc3c(cc12)COC(C)(C)C3 | u | 0% | -18%
CN(C)C(CNC(=O)c1cccc(S(=O)(=O)Nc2ccc(SC(F)F)cc2)c1)c1ccccc1 (stereo unspecified) | u | x | u
COCCN(Cc1cc2ccc(C)cc2n2nnnc12)Cc1nnnn1C(C)(C)C | u | 0% | 0%
CCOC(=O)N1CCN(C(=O)COC(=O)CN(C)S(=O)(=O)c2ccc(NC(C)=O)cc2)CC1 | 5% | -2% | 3%
CC1(C)CC2CC(C)(CN2C(=O)C23CCC(C)(C(=O)O2)C3(C)C)C1 (stereo unspecified) | -29% | 3% | u
COc1ccc2c(Cl)c(C(=O)N/N=C/c3ccc4c(c3)OCO4)sc2c1 | u | -1% | u
Cc1[nH]c2ccccc2c1C(=O)C(=O)NCC1CCCO1 (stereo unspecified) | -3% | -4% | 4%
CCOc1ccccc1N=Nc1c(C)[nH]n(C(N)=S)c1=O | 15µM* | -8% | u
COc1cccc(Cn2c(C(C)n3c(C)nc4ccccc43)nc3ccccc32)c1 (stereo unspecified) | 12µM* | x | u
O=C(CCc1ccccc1)N=C1SC2CS(=O)(=O)CC2N1c1ccccc1 (stereo unspecified) | 2% | -1% | 3%
CCOC(=O)c1ccc(-c2ccc(/C=N/NC(=O)Cc3nnc(N)s3)o2)cc1 | u | 0% | 2%
COc1ccc(OCC(O)CN2CCc3ccccc3C2)cc1 (stereo unspecified) | 3% | -4% | -6%
Nc1n[nH]c(N)c1N=Nc1ccccc1 | 2% | 3% | 11%
COc1ccccc1NC(=O)c1cc(Sc2nncn2C)nc2ccccc12 | -12% | -9% | -13%
O=C(CSc1nnc(-c2ccccc2O)o1)N1CCc2ccccc2C1 | u | -2% | u
OCCN(Cc1ccccc1)c1ncnc2sccc12 | 13µM* | 0% | u
CCSc1nnc(NC(=O)C(C(F)(F)F)C(F)(F)F)s1 | u | -7% | u
CSc1ncc2c(n1)-c1ccccc1N(Cc1ccccc1C)S2(=O)=O | -23% | -5% | u
Cc1ccc(-n2nc(C)c3c(C)c(CCC(=O)NCC4CCCO4)c(=O)n(C)c32)cc1 (stereo unspecified) | 23µM* | -12% | u
Cc1ccc(NC(=O)c2ccco2)c(NC(=O)c2ccccc2)c1 | 6% | -2% | -3%
Cc1cccc(NC(=O)CSc2nc3ccccc3o2)c1 | -2% | -11% | -3%
CCN1C(=O)c2ccccc2S(=O)(=O)c2ccc(C(=O)NCC(OC)OC)cc21 | 16% | 4% | 0%
CCO[C@@H]1OC(C(=O)N2CCN(Cc3ccc4c(c3)OCO4)CC2)=C[C@H](c2cn(C(C)=O)c3ccccc23)[C@H]1CCCO | u | 4% | u
Cc1cc(F)ccc1Nc1nc2ccccc2n2nnnc12 | -15% | -8% | -10%
c1ccc2c(NCC3CCCO3)nc(-c3ccncc3)nc2c1 (stereo unspecified) | u | 0% | u
Cc1noc(C)c1CSc1nc2ccccc2nc1NS(=O)(=O)c1ccc(Cl)cc1 | 12µM* | -15% | 15µM*
NC(=O)N1CCCC1C(=O)Nc1ccc(Cl)c(Cl)c1 (stereo unspecified) | -29% | -3% | -27%
CCOC(=O)c1c(-c2ccc(-c3ccccc3)cc2)csc1NC(=O)c1cccc(N2C(=O)CCC2=O)c1 | 6.5µM* | u | 8.2µM*
CCN(CC(=O)NCc1cccs1)C(=O)c1ccc(-c2ccc(F)cc2)o1 | u | -2% | u
C[C@H](CO)N1C[C@H](C)[C@@H](CN(C)C(=O)Nc2ccccc2)Oc2ccc(NC(=O)Nc3ccc(C(F)(F)F)cc3)cc2C1=O | u | -7% | u
O=C(Nc1ccccc1)c1ccc2c(O)c(S(=O)(=O)c3ccc(Cl)cc3)c(=O)[nH]c2c1 | 1% | -9% | 8%
COc1ccc(-c2nc3ccccc3c(C(=O)Nc3ccc(S(=O)(=O)Nc4cc(C)on4)cc3)c2C)cc1 | u | -1% | u
CN(c1ccccc1)c1nc(N)c([N+](=O)[O-])c(Nc2ccc(F)cc2)n1 | -6% | -29% | 1%
COc1ccc(Br)cc1C1Nc2ccccc2C(=O)N1NC(=O)c1ccncc1 (stereo unspecified) | -26% | -3% | 2%
O=C(Nc1cccc([N+](=O)[O-])c1)NN1CCCCCC1 | 18µM* | x | u
O=C1CCCc2ccccc2N1Cc1cccc(F)c1 | 12µM* | -3% | 15µM*
Cc1n(-c2ccccc2)c2ccc(Cl)cc2[n+]1CCO | -10% | -4% | 11%
O=[N+]([O-])c1ccc(C=NN2CCCCCC2)cc1 | 18µM* | x | u
O=C(NCCO)c1cccc2c1-c1ccccc1C2=O | u | 1% | -9%
COc1ccc(NCc2nnc(SCC(=O)Nc3ccc(OC)cc3OC)o2)cc1 | -8% | 2% | 6%
O=C1C=C(c2ccc3[nH]ccc3c2)CCC1 | -4% | x | -14%
(continued)
SMILES | DT40 TDP1 no CPT | KAT2A inh | DT40 TDP1 CPT
CCCOc1ccc(N2C(=O)CC(N3CCCC(C(=O)N4CCCC4)C3)C2=O)cc1 (stereo unspecified) | 7% | -9% | 0%
COc1ccc(C2C(C#N)=C(N)Oc3c2oc(CO)cc3=O)cc1 (stereo unspecified) | 31%[activator] | -9% | -13%
Cc1ccc(NC(=O)COC(=O)c2nn(C)c(=O)c3ccccc23)cc1F | 6% | -1% | 0%
Cc1cccc(CNC(=O)C(=O)Nc2ccccc2C)c1 | 15% | 1% | 2%
Cc1cccc(-n2c(C)cc(/C=N/NC(=O)c3ccc(CN4CCOCC4)cc3)c2C)c1 | -7% | 1% | u
Cc1ccc(NC(=O)C2CCCN(S(=O)(=O)c3c(C)noc3C)C2)c(Br)c1 (stereo unspecified) | u | -2% | 21µM*
CCN(C(=O)COC(=O)CNC(=O)c1ccc(F)cc1)C1CCS(=O)(=O)C1 (stereo unspecified) | -2% | 1% | 3%
Cc1ccc(S(=O)(=O)N2CCC(=O)N([C@H](COCc3ccc(Cl)cc3Cl)Cc3ccccc3)CC2)cc1 | 23µM* | x | u
CCOC(=O)C1C(=O)C=C(Nc2ccccc2F)CC1c1ccccc1 (stereo unspecified) | u | -7% | -11%
CN(CC(=O)Nc1ccc(F)cc1)C(=O)c1ccc(OCc2cn3ccccc3n2)cc1 | u | -11% | u
CCc1ccc(Cn2nnc(C(=O)Nc3ccc(C)cc3)c2N)cc1 | 2% | 3% | -6%
Cc1ccc(-c2nnn(CC(=O)N3c4ccccc4CCc4ccccc43)n2)cc1 | u | 0% | u
COc1ccccc1CNC(=O)CCc1c(C)nc2c(c(C)nn2-c2ccc(C)c(C)c2)c1C | -3% | -2% | 7%
CCN1CC(CN(C)Cc2cn(-c3cccc(C)c3)nc2-c2cccc(F)c2)CC1=O (stereo unspecified) | 18µM* | -3% | 16µM*
COCCC(=O)Nc1ccc2c(c1)CN(C(=O)CCSC)CC2 | 2% | -2% | -5%
CCCCn1c(N)c(N(CC)C(=O)CSCC(=O)Nc2ccc(OC)cc2)c(=O)[nH]c1=O | 1% | 2% | -6%
CCCCCCCCOc1ccc(C2CC(=O)NC2=O)cc1 (stereo unspecified) | -18% | -14% | -9%
Cc1cc(C(=O)OCC(=O)NCc2ccco2)c(C)n1-c1ccc(F)cc1 | 0.82µM* | -4% | 0.65µM*
COc1cc(C2=NOC(C(=O)NC3CCCCC3)C2)cc(OC)c1OC (stereo unspecified) | -17% | -2% | -3%
CCCNc1ccc(-c2nc(-c3ccco3)no2)cc1[N+](=O)[O-] | -26% | -10% | -3%
N#Cc1ccccc1NS(=O)(=O)c1ccc(N2CCCCS2(=O)=O)cc1 | -4% | -6% | -5%
COc1ccc(-c2cc(C(=O)N3CCCCC3)c3ccccc3n2)cc1OC | -50% | -7% | u
COc1ccc(OC)c(NC(=O)Cn2ccn(-c3ccc(F)cc3)c(=O)c2=O)c1 | 20% | -1% | 0%
CC(C)c1c(C(=O)N/N=C/c2ccc(Cl)cc2Cl)nnn1-c1nonc1N | u | -4% | 0%
Cc1cccc(CCNC(=O)c2nnc(Cc3ccc(Cl)cc3)o2)c1 | -13% | 3% | 4%
O=C(/C=C/c1ccccc1F)N1CCN(c2ccccn2)CC1 | 9% | 2% | -3%
CC(OC(=O)c1ccc(-n2cnnn2)cc1)C(=O)NCc1ccccc1 (stereo unspecified) | -20% | -4% | 3%
CN(C)Cc1ccccc1CNC(=O)c1ccc(Cl)c(S(=O)(=O)NC2CC2)c1 | -14% | x | 1%
CN(C)c1nc(OCCNC(=O)COc2ccc(Cl)cc2Cl)nc(N2CCOCC2)n1 | 13µM* | -5% | 15µM*
COC/C=C/C1=CC(=O)C[C@H](c2ccc3c(c2)OCO3)C1 | 18µM* | -28% | u
Clc1ccc(-c2cn3cc(Br)ccc3n2)cc1Cl | -30% | 27% | 4%
CCCCC(=O)NC(=S)Nc1cccc(Cl)c1N1CCCCC1 | u | -12% | u
Cc1cccc(Cc2c(C)nc3nc(SCC(=O)NCc4ccccc4)nn3c2C)c1 | u | 1% | 21µM*
O=C(OC(C(=O)Nc1cc(Cl)cc(Cl)c1)c1ccccc1)C1=COCCO1 (stereo unspecified) | 18µM* | -10% | u
O=C(O)c1ccc(N/N=C/c2ccncc2)cc1 | 13% | -11% | -2%
O=C(NCCN1CCOCC1)c1ccc2c(c1)N(Cc1ccc(F)cc1)C(=O)CS2 | 3% | -16% | -10%
CCOC(=O)N1CCN(C(=O)c2cn(CC)c3ccc(S(=O)(=O)N(C)C4CCCCC4)cc3c2=O)CC1 | -11% | -10% | -6%
COc1cc(Br)cc(/C=N/NC(=O)Cc2ccccc2)c1O | 0.46µM* | x | 0.52µM*
Nc1nnc(SCn2nnc3ccccc3c2=O)s1 | -7% | -2% | 3%
Cc1nn(-c2ccccc2)c2c1C1(C(=O)N(C)c3ccccc31)C(C#N)=C(N)O2 (stereo unspecified) | u | 2% | 16µM*
CC(C)(C)NC(=O)CN(C(=O)c1snc(C(=O)NC2CCCCC2)c1N)c1ccccc1F | 21µM* | -17% | u
NC(=O)COc1ccccc1 | -4% | -1% | 2%

Compound activity deposited in PubChem BioAssay by National Center for Advancing Translational Sciences (NCATS).
